PhoP inhibition = PhoP-dependent GFP reporter repression – Salmonella Typhimurium, primary screen (AID 1863); 300,000 compounds, 0.16% hits; S. Typhimurium PhoP-regulated promoter GFP reporter, 4 h; higher % means a stronger effect; inhibition, % at 50 µM, or IC50 in µM where a hit was titrated;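 active = inhibition over 29.93%, a cutoff 3 SD above the screen mean, later confirmed by dose response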;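 also: 0% = low Mg2+ inducing control and 100% = high Mg2+ repressing control; strong numbers were not always called active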
West Nile antiviral = West Nile virus antiviral activity, cell-based, CPE readout (AID 1621) | West Nile virus-infected cells, CPE inhibition; higher % means a stronger effect | CPE inhibition, % at 10 µM, or IC50 in µM where a hit was titrated | 290,000 compounds, 0.02% hits; in the data active = a potency from the dose series; also: strong numbers were not always called active
SIAH1 antagonists = blockers of Siah-1 interaction with plectin peptide – biochemical, fluorescence polarization, rhodamine-plectin, uHTS, primary screen (AID 1817) | 290,000 compounds, 0.02% hits | Siah-1 / rhodamine-plectin peptide fluorescence polarization; higher % means a stronger effect | one-dose displacement, % at 20 µM; IC50 in µM for titrated hits;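 active = displacement of at least 50% at 20 µM, with a fluorescence ratio check between 0.3 and a set limit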;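 also: plate controls were Siah plus tracer with DMSO for no effect and tracer alone without Siah for full effect; strong numbers were not always called active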
An asterisk follows results filed as active. This is a subset; rates above refer to the full screens.

Values run as follows: PhoP inhibition, West Nile antiviral, SIAH1 antagonists
> COc1cc(/C=N/O)ccc1Oc1cnccn1
    8%, -0.4%, 1%
> O=C(CN1CCCC1)NCc1ccccc1
    10%, -0.3%, -1%
> O=C(c1cc(Cl)nc2ccccc12)N1CCN(S(=O)(=O)c2ccccc2[N+](=O)[O-])CC1
    6%, -1.1%, -3%
> O=C(CCSc1ccc(Br)cc1)c1ccc(O)cc1
    16%, -1.1%, 2%
> COc1ccc(Cn2nnc3c(=O)[nH]c(C4CCN(S(=O)(=O)c5ccc(C)cc5)CC4)nc32)cc1
    5%, 0.1%, 2%
> O=C(O)c1ccc(-n2c(/C=C/c3ccccc3)nc3ccccc3c2=O)cc1
    8%, 0.6%, -8%
> Cc1ccccc1NC(=O)COc1ccccc1C
    -7%, -0.7%, 1%
> Cc1nc(C)c(C(=O)Nc2cccc(C)c2C)s1
    -4%, 0.1%, 1%
> O=C(NCc1cccc(C(F)(F)F)c1)N1CCN(S(=O)(=O)c2ccccc2F)CC1
    2%, -1.7%, -3%
> Cc1ccc(-c2cc(C(=O)N/N=C/c3ccc([N+](=O)[O-])o3)c3ccccc3n2)o1
    -7%, -0.9%, 12%
> CC(NC(=O)CN(C)S(=O)(=O)c1cccc2nsnc12)c1ccccc1 (stereo not given)
    2%, -0.3%, -4%
> Cc1ccc(C)c(CN2CCC(n3nccc3NC(=O)C3CCCC3)CC2)c1
    -8%, -1.1%, 5%
> Cc1ccc(CNC(=O)CCSCc2ccccc2F)cc1
    9%, -0.6%, 2%
> Clc1ccc(Cn2nnc3ccccc32)cc1
    1%, -0.3%, -2%
> CCOc1ccc(C2C(C#N)=C(N)Oc3cc(O)ccc32)cc1OCC (stereo not given)
    6%, -0.9%, 5%
> CCc1c(C)sc(NC(=O)C2CC(c3c(F)cccc3Cl)=NO2)c1C#N (stereo not given)
    0%, -1.7%, 2%
> Nc1nc(NCc2ccccc2Cl)n(-c2ccccc2)n1
    -3%, 0.6%, 1%
> O=C(c1cccs1)N1CCCC(c2nc3c(nnn3Cc3ccc(F)cc3)c(=O)[nH]2)C1 (stereo not given)
    -2%, -0.3%, 5%
> Cc1ccccc1C(=O)N1N=C(c2ccc(NS(C)(=O)=O)cc2)CC1c1cccs1 (stereo not given)
    8%, -0.3%, -6%
> O=C1c2ccccc2C(=O)N1CC(O)COc1ccc(Br)cc1 (stereo not given)
    3%, 0.0%, 4%
> O=C(NN=C1CCCCCC1)c1ccncc1
    -5%, -0.1%, -1%
> Cc1cc(C(=O)CS(=O)(=O)c2ccc(F)cc2)cc(C)c1O
    17%, -0.4%, 2%
> COc1cccc(NC(=O)Nc2nnc(Cc3ccccc3F)s2)c1
    3%, -1.7%, 6%
> CCc1nc(SCC(=O)Nc2ccc([N+](=O)[O-])cc2)n[nH]1
    3%, -0.1%, -4%
> CC(=O)c1cccc(Oc2ncccn2)c1
    1%, 0.1%, -3%
> O=C(NCCc1ccccc1C(F)(F)F)C1CCC(=O)N(C2CC2)C1 (stereo not given)
    6%, -0.3%, 3%
> COC(=O)c1ccc(NC(=O)c2cc3c(CO)cnc(C)c3oc2=Nc2cccc(C(N)=O)c2)cc1
    -8%, 1.2%, 1%
> CCCCc1c(O)nc(SCC(=O)N2CCCCCC2)[nH]c1=O
    -7%, -0.3%, 10%
> CCOc1cc(CN2CCCC(N3CCc4ccccc4C3)C2)ccc1O (stereo not given)
    -4%, 0.0%, 4%
> Cc1nc(CNS(=O)(=O)c2ccc(F)cc2)cs1
    16%, 0.3%, -7%
> CCN(CC)S(=O)(=O)c1ccc2oc(Nc3ccccc3)nc2c1
    -2%, -0.5%, 2%
> COc1cc(N2Cc3ccccc3C2)ccc1C=O
    8%, -0.3%, 1%
> CN1CCN(S(=O)(=O)c2cc(Cl)c(Cl)cc2Cl)CC1
    -2%, -0.1%, -2%
> CC(Oc1cc2oc(=O)c3c(c2cc1Cl)CCC3)C(=O)NC1CC(C)(C)NC(C)(C)C1 (stereo not given)
    1%, 1.2%, 9%
> CCN(C(=O)COC(=O)c1cccc(S(=O)(=O)N(CC)CC)c1)C1CCS(=O)(=O)C1 (stereo not given)
    7%, -0.3%, -1%
> Cc1cccc(C)c1N=C1C(=O)Nc2ccccc21
    5%, 0.0%, 0%
> COc1ccccc1C(=O)NNC1=NS(=O)(=O)c2ccccc21
    5%, 0.2%, 10%
> COc1ccc(-c2cc(=O)oc3cc(OCC(=O)Nc4ccccn4)ccc23)cc1
    7%, 0.1%, 15%
> Fc1cc(F)nc(NCc2ccccc2)n1
    10%, -0.2%, 33%
> CCC1CCCCN1C(=O)CCC(=O)Nc1nnc(C(F)(F)F)s1 (stereo not given)
    -10%, -0.5%, 0%

Full records, looked up by structure. Values in the order: PhoP inhibition, West Nile antiviral, SIAH1 antagonists
Results for COc1cc(N2Cc3ccccc3C2)ccc1C=O = 8%, -0.3%, 1%
Results for CCN(C(=O)COC(=O)c1cccc(S(=O)(=O)N(CC)CC)c1)C1CCS(=O)(=O)C1 (stereo not given) = 7%, -0.3%, -1%
Results for Cc1cccc(C)c1N=C1C(=O)Nc2ccccc21 = 5%, 0.0%, 0%
Results for COc1ccc(-c2cc(=O)oc3cc(OCC(=O)Nc4ccccn4)ccc23)cc1 = 7%, 0.1%, 15%

Following part
Values run as follows: PhoP inhibition, West Nile antiviral, SIAH1 antagonists
> COC(=O)c1ccc(CNC(=O)N2CCN(S(=O)(=O)c3ccc(C)cc3)CC2)cc1
    12%, -0.7%, 13%
> O=C(CSc1ccccc1)NCc1ccccc1
    3%, -0.2%, 3%
> COc1ccc2[nH]cc(CCNC(=O)CCC3CCCCC3)c2c1
    -2%, -0.6%, 4%
> CCc1nnc(NC(=O)c2cc(C)oc2C)s1
    5%, -0.1%, -1%
> COc1cc(COc2ccc3c(C)c(CC(=O)O)c(=O)oc3c2C)cc(OC)c1OC
    -5%, 0.6%, -1%
> CCOc1ccc(Nc2nc3c(C)cccc3cc2C#N)cc1
    -7%, -0.8%, 2%
> OCC1(CO)COC(/C=C/c2ccccc2)=N1
    -2%, 0.5%, 0%
> O=C(c1ccco1)N(Cc1cccc(Cl)c1)C1CCS(=O)(=O)C1 (stereo not given)
    9%, 0.0%, 12%
> COc1cc2[nH]c(=O)c(C(=O)NCc3ccccc3Cl)c(O)c2cc1OC
    2%, 0.7%, -3%
> O=C(CN1CCCCCC1)Nc1ccccc1[N+](=O)[O-]
    7%, -0.8%, 1%
> CCn1c(O)c(N=NC(=O)CNC(=O)Cc2ccccc2)c2ccccc21
    -7%, -0.2%, -3%
> CCOC(=O)c1c(C)[n+](-c2ccc(C)cc2)c(CC)c2cc(OC)c(OC)cc12
    -5%, -0.4%, 4%
> CCCc1cc(C(=O)N2CCCC(Cc3ccccc3C)(C(=O)OCC)C2)no1 (stereo not given)
    -6%, -0.1%, 5%
> CC(=O)N1CCOc2ccc(S(=O)(=O)N3CCC(C)CC3)cc21
    7%, -0.5%, -4%
> Cc1nnc(N2CCC(C(=O)N3CCCCC3)CC2)c2nn(-c3ccc(Cl)cc3)c(C)c12
    -13%, 0.2%, 28%
> COc1ccc2cc(C(C)C(=O)N3CCC(C)CC3)ccc2c1 (stereo not given)
    5%, -0.1%, -2%
> Cc1ccc(OCC(=O)Nc2ccc(CN3CCOCC3)cc2)cc1
    -5%, 0.2%, 11%
> O=C(CCS(=O)(=O)c1ccc(Br)cc1)NCCC1=CCCCC1
    -7%, -0.3%, 34%
> O=C(NCCN1CCOCC1)/C(=C\c1ccccc1Cl)NC(=O)c1ccccc1
    0%, 0.1%, -4%
> COC(=O)c1ccccc1NC(=O)c1sc(Cl)nc1C
    -2%, 0.0%, 3%
> N=C1/C(=C\c2ccc(OC(=O)c3ccc(F)cc3)cc2)C(=O)N=C2SC(N3CCOCC3)=NN12
    -8%, 0.1%, -3%
> CC(=O)N1CCc2cc(S(=O)(=O)CCC(=O)N(C)Cc3ccco3)ccc21
    0%, -0.3%, -5%
> CNC(=O)NC(=O)CSc1nnc(-c2ccco2)n1-c1ccccc1
    3%, -0.2%, -2%
> Cc1ccc(NC(=O)C2CCCN(C(=O)NCc3ccccc3)C2)c(C)c1 (stereo not given)
    2%, -0.8%, 2%
> COc1ccc(C(=O)NCc2cc3ccccc3n2C)cc1
    -8%, -0.7%, -2%
> CCCc1nnc(NC(=O)CS(=O)(=O)c2ccccc2)s1
    0%, 0.1%, 0%
> COc1ccc(CCNC(=O)c2ccc(OCC(=O)N3CCOCC3)c(OC)c2)cc1OC
    5%, -0.2%, -3%
> COc1ccc(OC)c2c(C)cc(N3CCCCCC3)nc12
    4%, -2.5%, -3%
> COc1ccc(C)cc1NC(=O)NNC(=O)C(C)Oc1ccc([N+](=O)[O-])cc1 (stereo not given)
    0%, -0.4%, 6%
> Cc1cccc2c1ncc1c(=O)n(-c3ccccc3)[nH]c12
    -2%, -0.5%, 3%
> Cc1ccccc1C(=O)Nc1ccc(N(C)C)c2ccccc12
    -9%, -0.5%, 1%
> COc1ccc(CCNC(=O)c2nn(C)c3c2CS(=O)(=O)c2ccccc2-3)c(OC)c1
    9%, 0.4%, 1%
> Cc1cccc(CN2CCSCC2)c1
    -3%, 0.2%, -2%
> CCCCN(CCCC)C(=O)c1cn(CC)c2cc(N3CCN(C)CC3)c(F)cc2c1=O
    11µM*, -1.3%, 1%
> COc1ccc(S(=O)(=O)NCCCN2CCOCC2)cc1F
    -8%, -0.5%, 3%
> Oc1ccccc1-c1nc(NC2CCCC2)c2ccccc2n1
    -4%, 0.1%, 1%
> Oc1ccc2ccccc2c1CNc1ccccn1
    5%, -0.5%, 3%
> COCCN1CC(C(=O)N2CCC(Oc3ccccc3OC)CC2)CCC1=O (stereo not given)
    5%, -0.2%, 12%
> Cc1cc(C)cc(NS(=O)(=O)c2c(C)[nH]c(=O)[nH]c2=O)c1
    -1%, 0.4%, 1%
> COCCNC(=O)C(c1ccc(C)cc1)N(CCOC)C(=O)CCC(=O)Nc1nccs1 (stereo not given)
    -2%, 0.1%, 0%
> CSc1ccc(C(=O)C2CCCN(C(=O)Cn3cnnn3)C2)cc1 (stereo not given)
    -5%, -0.5%, 0%
> CCC(=O)Nc1ccc(S(=O)(=O)Nc2c(C)nc3nc[nH]n3c2=O)cc1
    -1%, -0.4%, 8%
> O=C(N/N=C/c1ccc2c(c1)OCO2)c1ccc(NC(=O)c2ccccc2Cl)cc1
    2%, -0.4%, 0%
> COC(=O)c1cc(S(=O)(=O)NCC2CCN(Cc3ccc(C)cc3)CC2)cn1C
    3%, -0.5%, -4%
> Cc1ccc(Cl)cc1NC(=O)C1CCCN(c2cnccn2)C1 (stereo not given)
    -6%, 0.0%, 1%
> CCc1nn(CC(=O)NCCCN2CCN(CC)CC2)c(=O)c2cc3occc3n12
    -11%, -0.4%, 6%
> O=C(Nc1nnc(SCC(=O)N2CCCCC2)s1)c1c(F)cccc1F
    -3%, 0.4%, -3%
> Cc1ccc(NC(=O)CNC(=O)N2CC(=O)Nc3ccccc32)cc1F
    1%, 0.4%, 0%
> CCc1cc(C(=O)NNC(=S)NC2CCCCC2)cs1
    -4%, -0.2%, 0%
> CSc1ccc(CN2CCC(n3nccc3NC(=O)C3CCOC3)CC2)cc1 (stereo not given)
    8%, -0.3%, 0%

(continued)
Values run as follows: PhoP inhibition, West Nile antiviral, SIAH1 antagonists
> O=C(NCc1cc(F)ccc1F)C1CCC(=O)N(C2CCCCCC2)C1 (stereo not given)
    5%, -0.4%, 1%
> COc1ccc(S(N)(=O)=O)cc1C(=O)OCC1CCCCC1
    1%, -0.1%, -4%
> CC1CCN(CCCn2c(SCC(=O)NC3CCCC3)nc3ccccc3c2=O)CC1
    -7%, -0.1%, 0%
> CCCCn1c(N)c(N(CC)C(=O)c2ccc(C#N)cc2)c(=O)[nH]c1=O
    9%, -0.1%, 6%
> CCOc1ccccc1N(C)C(=O)Cn1ncc2c([nH]c3ccc(C)cc32)c1=O
    11%, -0.5%, -6%
> Cc1c(CCC(=O)N[C@@H](CCCNC(N)=O)C(=O)O)c(=O)oc2cc3oc4c(c3cc12)CCCC4
    0%, -0.4%, 8%
> CN1CCN(CCNC(=O)Nc2ccccc2[N+](=O)[O-])CC1
    7%, -0.1%, -3%
> CCN(CCN1CCCC1)C(=O)C1CCC(=O)N(CCCN2CCOCC2)C1 (stereo not given)
    2%, -0.6%, -1%
> CC(=O)N1CCCc2cc(S(=O)(=O)N3CCCC(C(=O)NCc4ccc(C)cc4)C3)ccc21 (stereo not given)
    -3%, 0.3%, 1%
> Cc1cc(OCC(=O)NCc2cccnc2)c2c(C)c(Cc3ccccc3)c(=O)oc2c1
    -3%, -0.2%, 9%

Some entries already given, showing only SIAH1 antagonists and West Nile antiviral:
SMILES,SIAH1 antagonists,West Nile antiviral
CCc1cc(C(=O)NNC(=S)NC2CCCCC2)cs1,0%,-0.2%
OCC1(CO)COC(/C=C/c2ccccc2)=N1,0%,0.5%
Cc1c(CCC(=O)N[C@@H](CCCNC(N)=O)C(=O)O)c(=O)oc2cc3oc4c(c3cc12)CCCC4,8%,-0.4%

Going on with the list.
Values run as follows: PhoP inhibition, West Nile antiviral, SIAH1 antagonists
> Cc1cc2oc(=O)cc(CN3CCOCC3)c2c(C)c1Cl
    -3%, -0.5%, -2%
> O=C(Nc1cccc(NC(=O)c2cccs2)c1)c1ccc(F)cc1
    -1%, -0.9%, 0%
> CC(=O)N1c2ccc(S(=O)(=O)N3CCCC3)cc2CC1C(=O)Nc1cc(C)cc(C)c1 (stereo not given)
    3%, 1.1%, 5%
> CCc1cccc(C)c1NC(=O)Cn1nc(C)n2cccc2c1=O
    -3%, -0.1%, 3%
> Brc1cccc(CNCc2ccncc2)c1
    0%, 0.5%, 0%

Bioassay records: PubChem BioAssay, several laboratories
